Bioassay records deposited in PubChem BioAssay by several laboratories.
Pf gametocyte = P. falciparum stage V gametocyte viability inhibition. 150,000 compounds, 0.065% hits. inhibition, % at 10.9 µM. P. falciparum stage V gametocytes, ATP luminescence, 24 h;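 active = inhibition above the mean plus 3 SD of compounds within the control limits, set per campaign, cut at about 38% in these data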;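 also: 0% = DMSO wells and 100% = medium only without gametocytes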
Rac1 wt modul = human Rac1 wildtype GTP binding, inhibitors and activators | P63000 | GST-Rac1 beads, fluorescent GTP binding, flow cytometry; actives lie on both sides; 0 = cold GTP competed, 100 = untreated | GTP binding activity (% of control), % at 10 µM | 190,000 compounds, 0.27% hits | AID 757;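 active = GTP binding activity at least 20 points away from the 100% control level, either lower or higher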
Rab2 wt GTP = changes GTP binding to wildtype dog Rab2A, up or down; GST-Rab2 wt beads, Bodipy-GTP binding, flow cytometry; 190,000 compounds, 0.19% hits; AID 760; GTP binding activity, % at 10 µM;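 active = GTP binding activity at least 20 points away from 100%, either lowered or raised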;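 also: 0% = beads with excess unlabeled GTP and 100% = no-compound control corrected for plate trend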
Rab7 wt modul = modulators of GTP binding to dog Rab7 wildtype GTPase; GST-Rab7 beads, fluorescent GTP binding, flow cytometry; actives lie on both sides; untreated = 100%, excess cold GTP = 0%; GTP binding activity (percent of control), % at 10 µM; 190,000 compounds, 0.055% hits; AID 758;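 active = fluorescent GTP binding to Rab7 beads changed by at least 20 points from the 100% baseline, either direction, mostly lower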;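 also: median green fluorescence of bound Bodipy-FL-GTP per Rab7 bead population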
HRas wt GTP bind = human HRas wildtype GTP binding, change in either direction. GTP binding activity, % at 10 µM. GST-Ras wt beads, Bodipy-FL-GTP binding, flow cytometry; actives lie on both sides. 190,000 compounds, 0.14% hits. P01112;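 active = GTP binding activity at least 20% away from the 100% baseline, either lowered as inhibitor or raised as activator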;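 also: 0% = unlabeled GTP competition control and 100% = no-compound control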
Target sequence (P01112 whole entry, looked up): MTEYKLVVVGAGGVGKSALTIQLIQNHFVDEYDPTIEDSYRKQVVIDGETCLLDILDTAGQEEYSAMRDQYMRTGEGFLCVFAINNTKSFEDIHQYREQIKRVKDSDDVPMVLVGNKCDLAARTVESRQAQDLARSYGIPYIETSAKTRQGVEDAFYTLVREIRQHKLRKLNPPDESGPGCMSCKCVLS
Mcl1 Bid PPI = disrupts binding of human Mcl-1 to Bid peptide. Q07820. TR-FRET Mcl-1/Bid-Dy647 peptide binding, 1536-well. inhibition, % at 21.7 µM. 220,000 compounds, 0.97% hits. AID 1021;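 active = compounds that cut the binding signal by more than half at the single screening dose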;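 also: His-tagged Mcl-1 with europium anti-His antibody binding Bid BH3 peptide; 0% = Mcl-1 plus peptide wells and 100% = peptide-only wells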
Target sequence (Q07820 whole entry, looked up): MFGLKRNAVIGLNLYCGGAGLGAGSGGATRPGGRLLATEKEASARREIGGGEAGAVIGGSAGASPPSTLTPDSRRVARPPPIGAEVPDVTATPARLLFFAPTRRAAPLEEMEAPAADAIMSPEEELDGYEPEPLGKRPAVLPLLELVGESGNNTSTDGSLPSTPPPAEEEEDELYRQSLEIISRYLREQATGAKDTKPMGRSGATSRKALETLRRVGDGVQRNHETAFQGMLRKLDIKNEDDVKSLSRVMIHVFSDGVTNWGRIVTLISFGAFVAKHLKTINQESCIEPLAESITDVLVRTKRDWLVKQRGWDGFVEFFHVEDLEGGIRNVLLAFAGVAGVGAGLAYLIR
Mcl-1 Bim block = human Bim-Mcl-1 interaction inhibition | Q07820 | Bead-based flow cytometry, Bim peptide-Mcl-1 binding | 190,000 compounds, 0.1% hits | AID 1009 | inhibition, % at 10 µM; in the data active = inhibition above about 40%;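 also: 0% = no compound tracer wells and 100% = peptide blocker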
Cdc42 wt GTP = changes GTP binding to wildtype human Cdc42; P60953; GST-Cdc42 beads, Bodipy-GTP binding, flow cytometry; actives lie on both sides; percent activity (GTP binding), % at 10 µM; 190,000 compounds, 0.2% hits; AID 761;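 active = percent activity GTP binding at least 20 points away from the 100% baseline, either down as inhibitor or up as activator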;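 also: median bead fluorescence of bound Bodipy-FL-GTP at 100 nM; 0% = excess unlabeled GTP control and 100% = no compound control; below 100% means less GTP binding so inhibitor and above means activator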
Target sequence (P60953 whole entry, looked up): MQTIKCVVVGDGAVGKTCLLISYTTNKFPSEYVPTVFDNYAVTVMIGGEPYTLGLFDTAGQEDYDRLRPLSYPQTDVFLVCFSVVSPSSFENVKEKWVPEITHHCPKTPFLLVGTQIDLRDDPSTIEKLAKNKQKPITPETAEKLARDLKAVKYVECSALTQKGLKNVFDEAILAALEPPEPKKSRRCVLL
Avidin bead fluor = compound fluoresces at 488/530 nm on avidin beads; compound fluorescence 488/530 nm, flow cytometry; hits give high values; AID 1775; fluorescence (KMESF) at 10 µM; 220,000 compounds, 0.38% hits; in the data active = fluorescence above about 47; also: inactives centre near 10
Rac1 act GTP bind = alters GTP binding to activated mutant human Rac1; 190,000 compounds, 0.11% hits; P63000; percent activity (GTP binding), % at 10 µM; GST-Rac1 activated beads, fluorescent GTP binding, flow cytometry; actives lie on both sides; 100% means binding = to untreated wells;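 active = GTP binding at least 20 percentage points away from the 100% baseline, in either direction, so actives lie on both sides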
Mcl1 Noxa PPI = disrupts binding of human Mcl-1 to Noxa peptide; Q07820; TR-FRET Mcl-1/Noxa peptide binding, 2 h; inhibition, % at 21.7 µM; 220,000 compounds, 1.5% hits;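 active = compounds that cut the protein-peptide binding signal by more than 50% relative to plate controls in a single-dose test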;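 also: His-tagged Mcl-1 with rhodamine Noxa BH3 peptide and terbium anti-His antibody; 0% = Mcl-1 plus Noxa peptide wells and 100% = peptide-only wells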
* hit, by the source's call.

CN(C)CCCN(C(=O)c1ccc(N2C(=O)CCC2=O)cc1)c1nc2c(F)cccc2s1 was read as Pf gametocyte 2, Rac1 wt modul 102, Rab2 wt GTP 99, Rab7 wt modul 101, HRas wt GTP bind 97, Mcl1 Bid PPI 8, Mcl-1 Bim block -1, Cdc42 wt GTP 98, Avidin bead fluor 9, Rac1 act GTP bind 96 and Mcl1 Noxa PPI 38.
Cc1ccc(C(=O)NNC(=O)CSc2nc(N)cc(N)n2)cc1 was read as Pf gametocyte 2, Rac1 wt modul 104, Rab2 wt GTP 100, Rab7 wt modul 99, HRas wt GTP bind 98, Mcl1 Bid PPI -16, Mcl-1 Bim block -2, Cdc42 wt GTP 106, Avidin bead fluor 13, Rac1 act GTP bind 102 and Mcl1 Noxa PPI 32.
Screening CCN1CCN(C(=O)/C=C/c2ccc3c(c2)OCO3)CC1 returned Pf gametocyte 3, Rac1 wt modul 97, Rab2 wt GTP 96, Rab7 wt modul 102, HRas wt GTP bind 97, Mcl1 Bid PPI -32, Mcl-1 Bim block 2, Cdc42 wt GTP 95, Avidin bead fluor 12, Rac1 act GTP bind 97 and Mcl1 Noxa PPI 4.
Screening COc1cc(C(=O)c2ccccc2)c(OC)cc1C(=O)Nc1ccc(O)cc1 returned Pf gametocyte -3, Rac1 wt modul 87, Rab2 wt GTP 91, Rab7 wt modul 92, HRas wt GTP bind 91, Mcl1 Bid PPI -38, Mcl-1 Bim block 3, Cdc42 wt GTP 90, Avidin bead fluor 11, Rac1 act GTP bind 91 and Mcl1 Noxa PPI 0.
Cc1ccc2nc(CSc3nnc(-c4ccncc4)n3C)cc(=O)n2c1 was read as Pf gametocyte 25, Rac1 wt modul 98, Rab2 wt GTP 95, Rab7 wt modul 94, HRas wt GTP bind 91, Mcl1 Bid PPI 2, Mcl-1 Bim block 3, Cdc42 wt GTP 93, Avidin bead fluor 24, Rac1 act GTP bind 93 and Mcl1 Noxa PPI 6.
For CC(C)(C)N1CC(COc2ccccc2)OC1=O (centres undefined) the results were Pf gametocyte 0, Rac1 wt modul 91, Rab2 wt GTP 93, Rab7 wt modul 95, HRas wt GTP bind 94, Mcl1 Bid PPI -2, Mcl-1 Bim block 1, Cdc42 wt GTP 96, Avidin bead fluor 9, Rac1 act GTP bind 92 and Mcl1 Noxa PPI 7.
CC(c1ccccc1)n1cc(C(=O)NCc2ccncc2)nn1 (centres undefined) was read as Rac1 wt modul 101, Rab2 wt GTP 99, Rab7 wt modul 99, HRas wt GTP bind 102, Mcl1 Bid PPI -7, Mcl-1 Bim block -2, Cdc42 wt GTP 101, Avidin bead fluor 38, Rac1 act GTP bind 100 and Mcl1 Noxa PPI 17.
O=C(c1cccc(Br)c1)N1CCN(C(=O)c2cccc(Br)c2)CC1 was read as Rac1 wt modul 103, Rab2 wt GTP 98, Rab7 wt modul 101, HRas wt GTP bind 100, Mcl1 Bid PPI -6, Mcl-1 Bim block 0, Cdc42 wt GTP 100, Avidin bead fluor 7, Rac1 act GTP bind 97 and Mcl1 Noxa PPI 10.
COc1ccc(CNC(=O)C2CC(c3cccc([N+](=O)[O-])c3)=NO2)cc1 (centres undefined) was read as Rac1 wt modul 97, Rab2 wt GTP 93, Rab7 wt modul 95, HRas wt GTP bind 96, Mcl1 Bid PPI -12, Mcl-1 Bim block -3, Cdc42 wt GTP 96, Avidin bead fluor 8, Rac1 act GTP bind 96 and Mcl1 Noxa PPI 11.
Nc1nonc1-c1noc(-c2ccccc2)n1 was read as Rac1 wt modul 104, Rab2 wt GTP 100, Rab7 wt modul 96, HRas wt GTP bind 100, Mcl1 Bid PPI -7, Mcl-1 Bim block -5, Cdc42 wt GTP 100, Avidin bead fluor 32, Rac1 act GTP bind 97 and Mcl1 Noxa PPI 15.
For COc1ccc(CCC(=O)OC(C)C(=O)c2ccc(C)cc2)cc1 (centres undefined) the results were Pf gametocyte -7, Rac1 wt modul 97, Rab2 wt GTP 97, Rab7 wt modul 97, HRas wt GTP bind 95, Mcl1 Bid PPI 12, Mcl-1 Bim block 10, Cdc42 wt GTP 97, Avidin bead fluor 5, Rac1 act GTP bind 95 and Mcl1 Noxa PPI 17.
Cc1nc(Cl)c(C(=O)NC(C)(C)C)c(C)c1Cl was read as Pf gametocyte 0, Rac1 wt modul 104, Rab2 wt GTP 103, Rab7 wt modul 100, HRas wt GTP bind 101, Mcl1 Bid PPI -11, Mcl-1 Bim block 0, Cdc42 wt GTP 101, Avidin bead fluor 11, Rac1 act GTP bind 105 and Mcl1 Noxa PPI 13.
CCOc1ccc(Cc2noc3c2C(=O)CCC3)cc1OCC was read as Pf gametocyte 13, Rac1 wt modul 98, Rab2 wt GTP 95, Rab7 wt modul 93, HRas wt GTP bind 96, Mcl1 Bid PPI 2, Mcl-1 Bim block 3, Cdc42 wt GTP 93, Avidin bead fluor 14, Rac1 act GTP bind 93 and Mcl1 Noxa PPI 17.
Screening O=C(CCn1c(=O)oc2ccccc21)NCCCN1CCCC1=O returned Rac1 wt modul 102, Rab2 wt GTP 98, Rab7 wt modul 100, HRas wt GTP bind 101, Mcl1 Bid PPI -18, Mcl-1 Bim block 0, Cdc42 wt GTP 97, Avidin bead fluor 6, Rac1 act GTP bind 99 and Mcl1 Noxa PPI -11.
For O=C(O)c1cc(N2C(=O)C3CCCCC3C2=O)ccc1NCc1cccnc1 (centres undefined) the results were Pf gametocyte 7, Rac1 wt modul 99, Rab2 wt GTP 98, Rab7 wt modul 104, HRas wt GTP bind 98, Mcl1 Bid PPI -16, Mcl-1 Bim block -6, Cdc42 wt GTP 95, Avidin bead fluor 11, Rac1 act GTP bind 94 and Mcl1 Noxa PPI 12.
CCOc1ccc(C2C(C#N)=C(N)Oc3nc[nH]c(=O)c32)cc1OC (centres undefined) was read as Rac1 wt modul 99, Rab2 wt GTP 94, Rab7 wt modul 95, HRas wt GTP bind 97, Mcl1 Bid PPI -4, Mcl-1 Bim block -1, Cdc42 wt GTP 96, Avidin bead fluor 6, Rac1 act GTP bind 94 and Mcl1 Noxa PPI 0.
Screening CCC(NC(=O)NC1CCCCC1)c1ccccc1 (centres undefined) returned Pf gametocyte -35, Rac1 wt modul 91, Rab2 wt GTP 90, Rab7 wt modul 89, HRas wt GTP bind 90, Mcl1 Bid PPI -31, Mcl-1 Bim block -4, Cdc42 wt GTP 92, Avidin bead fluor 7, Rac1 act GTP bind 92 and Mcl1 Noxa PPI 2.
CCn1cc(CNC(=O)c2cccc([N+](=O)[O-])c2)cn1 was read as Pf gametocyte -19, Rac1 wt modul 103, Rab2 wt GTP 100, Rab7 wt modul 93, HRas wt GTP bind 100, Mcl1 Bid PPI -34, Mcl-1 Bim block -6, Cdc42 wt GTP 98, Avidin bead fluor 6, Rac1 act GTP bind 100 and Mcl1 Noxa PPI -2.
Screening CCOC(=O)N1CCN(C(=O)Nc2cccc(Cl)c2)CC1 returned Pf gametocyte -6, Rac1 wt modul 99, Rab2 wt GTP 97, Rab7 wt modul 97, HRas wt GTP bind 98, Mcl1 Bid PPI -21, Mcl-1 Bim block 0, Cdc42 wt GTP 101, Avidin bead fluor 12, Rac1 act GTP bind 99 and Mcl1 Noxa PPI -3.
`Cn1c(N2CCOCC2)c(/C=N/OC(=O)c2cccnc2Cl)c2ccccc21` gave Pf gametocyte 2, Rac1 wt modul 97, Rab2 wt GTP 100, Rab7 wt modul 103, HRas wt GTP bind 98, Mcl1 Bid PPI -44, Mcl-1 Bim block 2, Cdc42 wt GTP 98, Avidin bead fluor 26, Rac1 act GTP bind 94 and Mcl1 Noxa PPI 24.

Two compounds drawn at random from the list so far, as already listed:
Screening COc1cc(C(=O)c2ccccc2)c(OC)cc1C(=O)Nc1ccc(O)cc1 returned Pf gametocyte -3, Rac1 wt modul 87, Rab2 wt GTP 91, Rab7 wt modul 92, HRas wt GTP bind 91, Mcl1 Bid PPI -38, Mcl-1 Bim block 3, Cdc42 wt GTP 90, Avidin bead fluor 11, Rac1 act GTP bind 91 and Mcl1 Noxa PPI 0.
COc1ccc(CNC(=O)C2CC(c3cccc([N+](=O)[O-])c3)=NO2)cc1 (centres undefined) was read as Rac1 wt modul 97, Rab2 wt GTP 93, Rab7 wt modul 95, HRas wt GTP bind 96, Mcl1 Bid PPI -12, Mcl-1 Bim block -3, Cdc42 wt GTP 96, Avidin bead fluor 8, Rac1 act GTP bind 96 and Mcl1 Noxa PPI 11.

The list continues:
Cn1c(=O)cc(OCCCC(=O)NCc2ccccn2)c2ccccc21 was read as Pf gametocyte 17, Rac1 wt modul 102, Rab2 wt GTP 97, Rab7 wt modul 100, HRas wt GTP bind 97, Mcl1 Bid PPI 14, Mcl-1 Bim block -5, Cdc42 wt GTP 100, Avidin bead fluor 8, Rac1 act GTP bind 96 and Mcl1 Noxa PPI -8.
CCOC(=O)N1CCN(C(=O)c2ccc(OC)cc2)CC1 was read as Pf gametocyte 5, Rac1 wt modul 97, Rab2 wt GTP 99, Rab7 wt modul 99, HRas wt GTP bind 97, Mcl1 Bid PPI -33, Mcl-1 Bim block -3, Cdc42 wt GTP 98, Avidin bead fluor 11, Rac1 act GTP bind 95 and Mcl1 Noxa PPI 10.
CCOC(=O)c1sc2ccc(S(=O)(=O)N3CC(C)CC(C)C3)cc2c1N (centres undefined) was read as Pf gametocyte 2, Rac1 wt modul 106, Rab2 wt GTP 98, Rab7 wt modul 98, HRas wt GTP bind 99, Mcl1 Bid PPI 0, Mcl-1 Bim block -4, Cdc42 wt GTP 100, Avidin bead fluor 11, Rac1 act GTP bind 98 and Mcl1 Noxa PPI -4.
`O=C(COC(=O)c1cccnc1)NC1CCCc2ccccc21` (centres undefined) gave Pf gametocyte -5, Rac1 wt modul 102, Rab2 wt GTP 99, Rab7 wt modul 97, HRas wt GTP bind 101, Mcl1 Bid PPI -23, Mcl-1 Bim block -6, Cdc42 wt GTP 102, Avidin bead fluor 11, Rac1 act GTP bind 100 and Mcl1 Noxa PPI 17.
For CC[n+]1ccc2cc(OC)c(OC)cc2c1Cc1ccc(OC)c(OC)c1 the results were Rac1 wt modul 97, Rab2 wt GTP 97, Rab7 wt modul 96, HRas wt GTP bind 98, Mcl1 Bid PPI -37, Mcl-1 Bim block 0, Cdc42 wt GTP 97, Avidin bead fluor 7, Rac1 act GTP bind 96 and Mcl1 Noxa PPI 13.
For CCC(=O)N(Cc1ccco1)Cc1cc2cc3c(cc2[nH]c1=O)OCO3 the results were Pf gametocyte 26, Rac1 wt modul 106, Rab2 wt GTP 97, Rab7 wt modul 101, HRas wt GTP bind 97, Mcl1 Bid PPI -10, Mcl-1 Bim block 2, Cdc42 wt GTP 97, Avidin bead fluor 13, Rac1 act GTP bind 100 and Mcl1 Noxa PPI 3.
